Screens as filed in PubChem.
GlmU inhibition: inhibition of mycobacterial GlmU enzyme – biochemical, glucosamine-1-phosphate acetyltransferase (AID 1376) | one-dose inhibition, %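 (tested at 30 µM in the primary screen)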; IC50 in µM for titrated hits | Bifunctional protein GlmU (Mycobacterium tuberculosis (strain ATCC 25618 / H37Rv)) | 0.25% of 220,000 active | M. tuberculosis GlmU acetyltransferase enzyme assay; higher % means a stronger effect; in the data active means inhibition above about 13%;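 further: 0% = complete reaction with vehicle and 100% = reaction without substrate; strong numbers were not always called active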
Mtb RmlCD inh: M. tuberculosis RmlC/RmlD coupled enzyme inhibitors, primary screen, biochemical, compound mixtures, 384-well, from 1536-well plates; dTDP-4-dehydrorhamnose reductase (Mycobacterium tuberculosis (strain ATCC 25618 / H37Rv)) …; RmlC+RmlD coupled enzyme assay, percent inhibition; primary screen in compound mixtures; inhibition, % at 3.6 µM; 0.03% of 160,000 active; AID 1533, 2009; in the data active means inhibition mostly above about 34%, no sharp cut-off; further: some results filed as inactive read as strong as hits
Target sequence (P9WH09 whole entry, looked up): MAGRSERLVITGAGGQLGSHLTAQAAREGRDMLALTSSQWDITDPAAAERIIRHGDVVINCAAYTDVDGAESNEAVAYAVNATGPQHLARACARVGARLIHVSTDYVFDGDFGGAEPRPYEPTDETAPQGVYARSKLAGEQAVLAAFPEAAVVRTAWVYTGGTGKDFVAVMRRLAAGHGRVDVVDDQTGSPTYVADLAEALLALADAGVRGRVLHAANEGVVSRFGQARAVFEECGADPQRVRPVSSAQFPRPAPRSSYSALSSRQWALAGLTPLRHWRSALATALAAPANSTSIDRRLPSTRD
Target sequence (P9WH11 whole entry, looked up): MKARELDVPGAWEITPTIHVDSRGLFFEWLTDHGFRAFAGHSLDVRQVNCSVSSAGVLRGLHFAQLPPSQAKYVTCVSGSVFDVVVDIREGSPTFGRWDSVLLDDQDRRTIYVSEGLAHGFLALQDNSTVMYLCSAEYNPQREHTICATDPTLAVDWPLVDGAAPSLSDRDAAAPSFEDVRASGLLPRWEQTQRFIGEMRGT
Active calls of the source: *; x = not tested or not shown. Not all compounds are listed, so the mix of outcomes need not match the whole.

Second line of a record: Mtb RmlCD inh, GlmU inhibition
- COc1c(OC(C)=O)ccc(/C=N\NC(=O)c2ccc(Br)cc2)c1[N+](=O)[O-]
    -2.8, 9.8%
- O=C(c1ccccc1)c1ccc2ccccc2n1
    -10.8, 0.3%
- Nc1[nH]nc2nc(NCc3ccccc3)c3c(c12)CCN(Cc1ccccc1)C3
    -2.3, x
- CN1CCN(C(=O)c2cc(Cl)cc(Cl)c2NC(=O)c2ccco2)CC1
    x, -0.8%
- CCOC(=O)Cc1csc(NC(=O)c2ccco2)n1
    x, 4.2%
- CC(C)(C)N/N=C/c1c(O)n(-c2ccc(Cl)cn2)c(=O)c2ccccc12
    -12.8, -1.3%
- Cc1cc(C)c2nc(SCc3ccc([N+](=O)[O-])cc3)nc(C)c2c1
    x, 4.7%
- COc1ccc(N=C2NC(=O)/C(=C/c3ccc(O)c(OC)c3)S2)cc1
    x, 1.8%
- COC(=O)CN(c1ccccc1)S(=O)(=O)c1ccc(F)cc1
    x, 15.4%
- Cc1nn2c(COc3ccc(NC(=O)C(C)C)cc3)nnc2c2ccccc12
    6.6, -6.4%
- CCOc1cccc(OCCCCN2CCCCC2)c1
    16.4, -0.3%
- COc1ccc(-c2nnc(SCC(=O)NCc3ccco3)o2)cc1
    -10.5, 1.5%
- Cc1cc(C)n(-c2ccc(C(=O)N3CCc4ccccc43)cc2)n1
    x, 0.5%
- CSc1ccccc1NC(=O)CN(C)CC(=O)Nc1ccc(Cl)cc1F
    7.4, -1.4%
- CCCCN1C(=O)/C(=C2\SC(N3CCCCC3)=NC2=O)c2ccccc21
    7.8, 3.7%
- NC(=O)CCn1cnc2ccccc21
    -17.9, 2.4%
- COC(=O)c1ccccc1NC(=O)COC(=O)c1ccccc1N=Nc1ccc(N(C)C)cc1
    8.3, -5.4%
- CC(SCc1ccccc1)C(=O)NN=C1CCN(C)CC1 (stereo unspecified)
    6.2, 2.5%
- O=C(NC12CC3CC(CC(C3)C1)C2)c1ccc(-c2cccc(Cl)c2)o1
    9.2, 1.2%
- COCCNC(=O)c1c(CSc2ccccc2)noc1C(=O)NCc1ccccc1
    -0.9, 3.8%
- C/C(=N\n1c(C)nc2ccccc2c1=O)c1ccc(C)o1
    6.0, -2.1%
- CCCC12CN3CCN(CC(C3)/C1=N\NC(=O)c1ccc(F)cc1)C2
    -5.7, 0.3%
- CCN(CC(=O)NC1CCS(=O)(=O)C1)c1nc(-c2ccccc2)nc2ccccc12 (stereo unspecified)
    x, -4.8%
- COC(=O)c1cccc(NC(=S)Nc2cccc(Cl)c2Cl)c1
    -7.1, 0.3%
- O=C(Nc1nc(-c2ccccc2)c(-c2ccccc2)s1)c1ccc(S(=O)(=O)N(CCCl)CCCl)cc1
    -7.7, -2.6%
- O=C(c1ccc(N2CN(C(=O)c3ccco3)c3nc4ccccc4nc32)cc1)N1CCOCC1
    -8.4, -2.7%
- S=C(NCCc1ccccc1)N/N=C/c1ccc(Cl)cc1
    3.7, 1.3%
- CCOc1ccc(NS(=O)(=O)c2ccc(C)c(C(N)=O)c2)cc1
    8.8, 1.2%
- Cc1ccc2c(c1)N(CCC(=O)N1CCC3(CC1)OCCO3)C(=O)CO2
    6.0, 7.8%
- c1ccc(-c2noc(CN3CCOCC3)n2)cc1
    -13.7, 2.9%
- CCOC(=O)C1CCCN(C(=O)CN2C(=O)/C(=C/c3ccc(OC)cc3)Oc3ccccc32)C1 (stereo unspecified)
    -12.1, 11.0%
- Cc1nnc(NC(=O)CSC2=NN3CCCC(=O)N=C3S2)s1
    -11.7, 6.6%
- CCOC(=O)C1CCN(c2ncnc3nc[nH]c23)CC1
    27.0, 6.6%
- CCOc1ccc(C(=O)CCC(=O)NC(CC(C)C)C(=O)OC)cc1 (stereo unspecified)
    2.9, 2.4%
- Cc1ccccc1C(=O)NC1CCN(CC(=O)Nc2c(C)cccc2C)CC1
    x, 2.3%
- Nc1c(C(O)(C(F)(F)F)C(F)(F)F)ccc2ccccc12
    28.2, 9.5%
- Cc1[nH]nc2c1C(c1ccc(F)cc1)C(C#N)=C(N)O2 (stereo unspecified)
    -13.4, 0.3%
- COc1ccc(S(=O)(=O)N(C)c2ccc(C(=O)NCC3CCCO3)cc2)cc1 (stereo unspecified)
    x, -1.2%
- CCC(C)C(=O)Nc1nc2ccc(S(C)(=O)=O)cc2s1 (stereo unspecified)
    1.1, -2.8%
- CCOC(=O)C1(Cc2ccccc2C(F)(F)F)CCN(C(=O)c2cc(C(C)=O)n[nH]2)CC1
    7.6, -3.9%
- COCCOC(=O)c1c(C)oc2ccc(OCC=C(C)C)cc12
    31.6, 0.4%
- O=C(Cn1nc2n(c1=O)-c1ccccc1SC2)N/N=C/c1cccs1
    -11.3, -4.5%
- CC(C)(C)NC(=S)N1CCn2cccc2C1c1cccnc1 (stereo unspecified)
    -0.4, 2.0%
- CCC(CC)c1nnc(NC(=O)Cc2cccs2)s1
    2.2, 1.9%
- O=C(O)CNC(=O)c1ccccc1F
    x, 1.6%
- CC(/C=C(\C)Nc1ccccc1)=Nc1ccccc1
    1.5, -0.2%
- CC(=O)N1N=C(c2ccc3ccccc3c2)OC1(C)C
    4.9, -2.4%
- CCc1cc2cc(C)cc(C)c2nc1SCC(=O)N1CCCC1
    x, -4.2%
- CN=c1sc2ccccc2n1CC(O)c1ccccc1 (stereo unspecified)
    -12.5, -3.8%
- Clc1ccccc1Cn1nnc(-c2cccs2)n1
    -7.6, 4.8%
- CCc1nnc(NC(=O)CSc2nnc(C)n2Cc2ccccc2)s1
    x, 5.6%
- Fc1ccc(/C=N/n2cnn(Cc3ccccc3Cl)c2=S)cc1
    6.8, -3.5%
- COc1ccc(OC)c(S(=O)(=O)NC(N)=NCCc2ccccc2OC)c1
    -0.2, x
- CSC1=NCCN1C(=O)c1ccc(S(=O)(=O)N2CCOCC2)cc1
    x, -0.1%
- Cc1ccccc1Oc1ccc(NC(=O)C2CC=CCC2C(=O)O)cc1 (stereo unspecified)
    -12.5, 4.0%
- C#CC1(O)CC(C)NCC1(C)CCC#N (stereo unspecified)
    x, 7.8%
- COc1ccc(N2CCCCn3c2nc2c3c(=O)[nH]c(=O)n2C)cc1
    -3.6, -4.8%
- CCC1CCCCN1CCCNC(=O)c1cn(CC)c2ccc(S(=O)(=O)N3CCc4ccccc4C3)cc2c1=O (stereo unspecified)
    8.3, -11.8%
- CCOc1ccc(NC(=O)CCS(=O)(=O)c2cccc3nsnc23)cc1
    5.2, -7.9%
- CCOc1ccc(-c2nnc3ccc(SCC(=O)Nc4nc5ccccc5s4)nn23)cc1
    4.2, 1.6%

Going on with the list:
Second line of a record: Mtb RmlCD inh, GlmU inhibition
- Cc1c(N=Cc2c(O)n(C3CCCCC3)c(=O)[nH]c2=O)c(=O)n(-c2ccccc2)n1C
    -9.9, 7.3%
- Cc1ccnc(NC(=O)Cc2ccc(F)cc2)n1
    1.5, 1.5%
- O=C(c1ccc(Cl)c([N+](=O)[O-])c1)N1CCN(C(=O)c2ccco2)CC1
    x, 4.4%
- FC(F)(F)c1cnc(COc2ccc(Cl)cc2Cl)c(Cl)c1
    -3.0, 0.7%
- O=C(O)COc1ccc(Br)cc1/C=N/O
    x, -0.7%
- O=C(CC(Cc1ccccc1)c1ccco1)NC1CCCCC1 (stereo unspecified)
    x, 5.8%
- O=C(Cn1nnc2ccccc21)C1CC1
    -14.0, -0.6%
- CC(=O)Nc1cc2c(cc1[N+](=O)[O-])OCCO2
    8.3, -0.6%
- COc1cc(NC(=O)c2cccnc2SC)cc(OC)c1OC
    6.2, 2.9%
- Cc1cc(C)nc(-n2nc(C)cc2NC(=O)CNC2CCCCC2)n1
    4.3, 2.3%
- C[N+](C)(C)CCCN(Cc1ccc2c(c1)OCO2)C(=O)NC1CCCCC1
    -9.8, 0.5%
- Cc1nn(S(=O)(=O)c2cccs2)c(C)c1Sc1ccc([N+](=O)[O-])cc1
    40.5, -2.8%
- CCCn1cc(CN2CCC(N3CCC(C(=O)N4CCOCC4)CC3)CC2)c(C)n1
    -0.9, 0.4%
- S=C(NCCCn1ccnc1)Nc1ccc(Cl)cc1Cl
    x, -1.3%
- Cc1ccc(-c2cc(C(=O)OCC(=O)N(C)C3CCS(=O)(=O)C3)c3ccccc3n2)o1 (stereo unspecified)
    12.7, -4.7%
- CCCc1sc(N/N=C/c2ccccn2)nc1-c1ccc(Br)cc1
    x, 2.0%
- Nc1cc(-c2cccc([N+](=O)[O-])c2)[nH]n1
    -5.6, -1.5%
- COc1ccccc1CNC(=O)CSc1ccc(-c2ccncc2)nn1
    5.5, -4.5%
- O=C(CNC(=S)NC(=O)c1ccccc1Br)c1ccccc1
    x, -8.9%
- CCOc1ccc(NC(=O)CN(C)CC(=O)Nc2ccccc2SC)cc1OCC
    18.3, -6.6%
- CCCc1nc2c(nnn2Cc2ccccc2Cl)c(=O)[nH]1
    -7.0, -0.4%
- O=C(Cc1nn[nH]n1)NCCC1=CCCCC1
    x, 1.7%
- O=C(NC1CC2CCC(C1)N2Cc1ccco1)c1ccccc1 (stereo unspecified)
    x, -3.7%
- CCOC(=O)N1CCN(c2ncnc3nc[nH]c23)CC1
    8.8, 0.8%
- CCSc1nnc([C@@H](NC(=O)OC(C)(C)C)C(C)C)o1
    x, 5.2%
- COc1ccc(C(=O)/C=C/c2cn(CN3CCN(C)CC3)c3ccccc23)cc1
    -2.5, x
- CCO[C@@H]1OC(C(=O)NCc2ccccc2)=C[C@H](c2ccc3c(c2)OCO3)[C@H]1CCCO
    x, 2.2%
- CS(=O)(=O)N(CC(=O)N1CCN(Cc2ccccc2)CC1)C1CCCCC1
    -4.2, -3.0%
- CC1=NOC(=O)/C1=C/c1ccc(O)cc1
    6.0, 7.3%
- CN(C)C(=O)c1ccc2c3c(cccc13)CC2
    -8.2, 4.8%
- COc1cc(/C=N/n2c(-c3n[nH]c4c3CCC4)n[nH]c2=S)ccc1O
    x, 1.6%
- COc1ccc(C(=O)NCCCc2nc3ccccc3n2Cc2ccccc2C)cc1OC
    x, 3.5%
- COc1ccc(NC(=O)CN2CCc3ccccc3C2)cc1S(=O)(=O)N1CCOCC1
    0.2, 2.5%
- COC(=O)CN(c1ccccc1F)S(=O)(=O)c1ccc(C)cc1
    8.5, -3.5%
- Cn1c(C(=O)NCCCN2CCN(c3cccc(Cl)c3)CC2)cc2c(=O)n(C)c3ccccc3c21
    11.9, -10.9%
- Cc1cc(C)c2[nH]c(=O)c(CN(Cc3ccco3)C(=O)c3cccs3)cc2c1
    -4.5, -0.3%
- COC(=O)c1cc(OC)cc(O)c1C(=O)c1c(O)cc(C)cc1O
    x, 1.1%
- CCc1ccc(C2C(C#N)=C(N)SC(N)=C2C#N)s1
    -16.9, 0.5%
- CC/C(C)=N/Nc1nc2sc3c(c2c(=O)[nH]1)CC(C)(C)OC3
    8.4, -2.6%
- CC1CN(S(=O)(=O)c2ccc(C(=O)NN3CCN(C)CC3)cc2)CC(C)O1 (stereo unspecified)
    2.8, -3.4%
- CCOC(=O)c1nnc(-c2ccccc2)[nH]c1=O
    x, -0.8%
- CCCCC(c1nnnn1CCOC)N1CCN(c2cccc(OC)c2)CC1 (stereo unspecified)
    10.1, -1.7%
- CCOc1ccccc1N1CCN(C(=S)NCc2ccc(Cl)cc2)CC1
    6.9, 1.6%
- Cc1oc(-c2ccccc2F)nc1CS(=O)CC(=O)N1CCC2(CC1)OCCO2 (stereo unspecified)
    1.9, 7.6%
- Cc1cc(CNCc2c(C(=O)N3CCCCCCC3)nc3ccc(Cl)cn23)nn1C
    12.0, -5.2%
- CCC(=O)NCCc1c[nH]c2ccccc12
    -17.1, 0.8%
- CCOC(=O)c1[nH]c2ccc(OC)cc2c1NC(=O)CN1CCc2ccccc2C1
    x, 0.0%
- COc1ccc(C2/C=C\CN(C(=O)C3CCCC3)[C@H](Cc3ccccc3)C(=O)N2Cc2ccc(F)cc2)cc1 (stereo partly specified)
    x, 2.4%
- C/C(N)=C(/C#N)C(=O)COC(=O)CNS(=O)(=O)c1ccc(C)cc1
    -8.7, -3.5%
- CC(=O)c1c(C)n(-c2ccccc2)c2ccc(O)cc12
    x, 4.4%
- CC(C)(C)c1ccc(OC(=O)Nc2ccc(O)c(C(=O)O)c2)cc1
    -4.4, -1.2%
- CCc1ccccc1N1C(=O)C2CC=CCC2C1=O (stereo unspecified)
    6.4, 2.2%
- COCCNS(=O)(=O)c1ccc2c(c1)C(=O)c1cc(S(=O)(=O)NCCOC)ccc1-2
    -2.8, 8.4%
- Cn1cccc1Cc1nnc(SCC(=O)NC2CCCC2)n1CCc1ccccc1
    -9.6, 5.8%
- CCSc1nnc(NC(=O)CSc2nnc(C)c(=O)n2N)s1
    x, -3.4%
- c1cnc2c(c1)ncc1cscc12
    -10.8, 3.6%
- CC(C)CC(=O)Nc1cccc(-c2nc3ccccc3[nH]2)c1
    x, -1.2%
- COc1ccc(C(C(=O)NC(C)C)N(C(=O)CCC(=O)Nc2nccs2)c2ccccc2F)cc1 (stereo unspecified)
    -7.9, 1.6%
